Compound activity: PubChem, National Center for Advancing Translational Sciences (NCATS)
PTAP-TSG101 blk = TSG101-PTAP interaction inhibition, HIV-1 budding; AID 1347069; Fluorescence polarization, FITC-PTAP peptide/Tsg101, 20 min; Q99816; Potency, µM (top dose mostly 115 µM), for the others: top-dose activity change, negative = inhibition, most hits filed as inhibitors; 44,000 tested, under 10 active; note: potency is the fitted concentration of half-maximal effect; 0% is about no effect
Target sequence (Q99816 whole entry, looked up): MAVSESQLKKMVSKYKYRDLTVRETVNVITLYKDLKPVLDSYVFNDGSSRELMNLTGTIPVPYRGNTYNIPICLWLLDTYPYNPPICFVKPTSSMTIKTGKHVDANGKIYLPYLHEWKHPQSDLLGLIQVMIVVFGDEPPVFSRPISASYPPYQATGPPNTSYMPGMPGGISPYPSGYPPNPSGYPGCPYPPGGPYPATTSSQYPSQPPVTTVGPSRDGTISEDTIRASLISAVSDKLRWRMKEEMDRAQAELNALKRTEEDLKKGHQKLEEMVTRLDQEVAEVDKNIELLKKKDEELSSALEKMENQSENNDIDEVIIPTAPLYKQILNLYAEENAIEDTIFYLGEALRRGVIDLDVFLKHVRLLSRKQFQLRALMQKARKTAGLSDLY
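Read-out is FITC fluorescence polarization. Compounds were added to Tsg101 binding domain (10 uM final), then FITC-PTAP peptide (50 nM final), 20 min at r.t. Total S+P intensity flags fluorescent compounds.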
FH mod = Identification of activators of human fumarate hydratase by quantitative high-throughput screening. Potency, µM (titrated, usually from 79.9 µM), for inactives: top-dose activity change, negative = inhibition, most hits filed as inhibitors. FH coupled MDH/diaphorase resazurin fluorescence, 15 min. Fumarate hydratase, mitochondrial (Homo sapiens), P07954. actives 0.22% (n = 54,000); note: potency is the fitted concentration of half-maximal effect; % is set by controls: 0 for no effect and ±100 for the full control effect; the screen sought activators but most active calls are inhibition curves; nearly all actives have a fitted effect of over 45% in size
NTMT1 inhibitor = NTMT1 methyltransferase inhibition; Q9BV86; NTMT1 MTase-Glo SAH luminescence, purified enzyme; Potency, µM (series often up to 114 µM), for inactives: at the highest dose activity change, negative = inhibition, most hits filed as inhibitors; actives 2.5% (n = 59,000); AID 1645870;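 note: potency is the fitted concentration of half-maximal effect; plate controls were DMSO vehicle for no effect and no enzyme for full effect; nearly all actives have a fitted effect of over 65% in size; many of its hits are not listed in these tables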
Target sequence (Q9BV86 whole entry, looked up): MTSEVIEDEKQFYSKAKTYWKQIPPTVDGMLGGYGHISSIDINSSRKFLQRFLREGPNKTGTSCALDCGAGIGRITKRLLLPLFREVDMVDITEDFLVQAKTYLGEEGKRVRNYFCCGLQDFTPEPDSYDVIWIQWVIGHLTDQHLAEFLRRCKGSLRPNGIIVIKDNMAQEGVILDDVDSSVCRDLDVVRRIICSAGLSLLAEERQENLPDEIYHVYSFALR
B2AR arrestin ag = ADRB2 beta-arrestin recruitment; HTLA Tango cells, beta-arrestin recruitment, luciferase luminescence, 18 h; 44,000 tested, under 10 active; Potency, µM (titrated, usually from 46.1 µM), for the others: top-dose activation, most hits filed as activators;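 note: potency is the fitted concentration of half-maximal effect; 0% = DMSO and full agonism = EC100 isoproterenol or metaproterenol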
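First, Tango cells carrying beta2-AR and beta-arrestin fusions received compound up to 46 microM. After 18 hr at 37 degrees C, luciferase substrate was added for 15 minutes, then luminescence gave %Activity for curve fitting.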
p53null 39C tox = selectivity test: cytotoxicity in p53 null cells, nonpermissive temperature; H1299 p53-null (neo) cells, 39C, ATPlite viability, 24 h; Potency, µM (highest dose often 46.1 µM), inactives show top-dose activity, negative = cell killing, hits mostly cytotoxic; actives 0.97% (n = 55,000);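 note: potency is the fitted concentration of half-maximal effect; 0% = DMSO only and -100% = full killing by 100 µM tamoxifen; nearly all actives have a fitted effect of over 50% in size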
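Temperature-shift cytotoxicity format: compound titrations on p53-null or A138V-expressing H1299 cells held 24 hr at 39C, cell ATP then measured, AC50 from Hill model.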
p53null 32C kill = p53 null cell cytotoxicity, permissive temperature; H1299-neo p53 null cells, ATP luminescence, 24 h, 32C; Potency, µM (doses to about 46.1 µM), for the others: at the top dose activity change, negative = cytotoxicity, hits mostly cytotoxic; actives 0.62% (n = 55,000);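 note: potency is the fitted concentration of half-maximal effect; 0% = DMSO only and -100% = full killing by 100 µM tamoxifen; nearly all actives have a fitted effect of over 55% in size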
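Luminescent ATP readout gave cell viability of p53-null H1299-neo cells after a 24 h compound exposure at the permissive 32C. Titrations ran up to 46 uM, and AC50s were fitted with the standard Hill equation.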
GALK inhibitor = inhibits human galactokinase. Potency, µM (top dose mostly 57.5 µM), for the others: at the top dose activity, negative = inhibition, most hits filed as inhibitors. recombinant GALK, Kinase-Glo ATP luminescence, 1 h. P51570. 44,000 tested, under 10 active;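 note: plate controls were full GALK reaction for no effect and reaction lacking GALK for full effect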
Target sequence (P51570 whole entry, looked up): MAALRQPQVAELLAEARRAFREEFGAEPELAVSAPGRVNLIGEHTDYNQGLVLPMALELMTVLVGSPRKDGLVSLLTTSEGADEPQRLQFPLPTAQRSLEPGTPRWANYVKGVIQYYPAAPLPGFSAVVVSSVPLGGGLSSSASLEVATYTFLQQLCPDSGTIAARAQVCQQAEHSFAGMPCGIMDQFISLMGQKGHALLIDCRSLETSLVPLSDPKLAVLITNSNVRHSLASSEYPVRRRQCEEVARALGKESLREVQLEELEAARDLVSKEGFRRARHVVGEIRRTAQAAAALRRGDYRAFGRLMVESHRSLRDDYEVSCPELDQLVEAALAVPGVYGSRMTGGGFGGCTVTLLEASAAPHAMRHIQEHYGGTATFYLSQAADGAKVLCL
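Luminescent ATP-depletion readout (Kinase-Glo Plus) after 1 h room-temperature incubation of human GALK (5 nM) with galactose 100 µM and ATP 35 µM, pH 8.0 HEPES/Mg2+ buffer; compounds tested in qHTS format.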
The depositor's hits bear a star; ? = inconclusive; . = not tested or not shown; [ ] = another dose, or the depositor's remark. Calls come from the whole dose curve; as a rule, active = well fitted curve in the direction sought with a large enough effect; inconclusive = small, poorly fitted or top-dose-only effect, or another doubt; inactive = no such curve, though single readings can be large; an effect the other way counts as inactive or inconclusive. Not all compounds are listed; the hit share may differ from the screen's.

[1] Cc1cc(C)cc(NC(=O)CN(C)S(=O)(=O)c2ccc3[nH]c4c(c3c2)CCCC4)c1
[2] COc1ccc(NC(=O)Cn2c(=O)cc(C)c3c(C)nn(C)c32)cc1
[3] O=C(NCC(c1cccnc1)N1CCc2ccccc21)c1cccc(C(F)(F)F)c1 (stereo not drawn)
[4] CCc1nnc(NC(=O)c2nc(SC)ncc2Cl)s1
[5] COc1ccc(N2CCN(C(=O)CCc3c(C)nc4cc(-c5cccc(F)c5)nn4c3C)CC2)cc1
[6] COc1ccc(S(=O)(=O)Nc2cccc(-c3ccc(N4CCCC4)nn3)c2)cc1OC
[7] CCCCOc1ccc(Cn2c(=O)oc3ccc(C)cc32)cc1
[8] Cc1ccc(Nc2c(-c3cccnc3)nc3ccc(C)cn23)cc1
[9] Cc1ccc(-c2noc(-c3nnn(-c4ccc(Br)cc4F)c3C)n2)cc1
[10] CCOc1ccccc1NC(=O)c1nn(C)c2c1CSc1ccccc1-2
assay / compound | 1 | 2 | 3 | 4 | 5 | 6 | 7 | 8 | 9 | 10
PTAP-TSG101 blk | -3.8% | 1.0% | 2.4% | -1.2% | 1.7% | -4.3% | -0.1% | -3.3% | 2.4% | 0.3%
FH mod | ? | 3.1% | -2.6% | -28.1% | -11.1% | . | 2.4% | -18.4% | -2.2% | -5.7%
NTMT1 inhibitor | ? | ? | -5.2% | -7.5% | ? | . | 23.9% | -1.6% | 5.5% | 11.6%
B2AR arrestin ag | -0.8% | -0.9% | 1.2% | -1.3% | 0.4% | 2.5% | 0.6% | -1.3% | -0.4% | -2.7%
p53null 39C tox | -19.8% | -17.1% | ? | -9.1% | -5.2% | -9.9% | -15.5% | 3.6% | -0.1% | -0.9%
p53null 32C kill | 5.9% | 12.5% | -26.7% | -3.6% | -1.2% | 11.1% | -1.0% | -2.2% | 3.3% | 39.7%[activator]
GALK inhibitor | -3.5% | -3.2% | 0.4% | 4.2% | 1.2% | -5.9% | 3.4% | 0.7% | -0.7% | -0.6%

Down the list, quoted from above:
p53null 39C tox for nos. 1–10: -19.8%, -17.1%, ?, -9.1%, -5.2%, -9.9%, -15.5%, 3.6%, -0.1%, -0.9%
p53null 32C kill for nos. 1–10: 5.9%, 12.5%, -26.7%, -3.6%, -1.2%, 11.1%, -1.0%, -2.2%, 3.3%, 39.7%[activator]

(next part)
[11] O=C(Nc1ccc(Cl)c(Cl)c1)c1cc(S(=O)(=O)N2CCN(c3cccc(Cl)c3)CC2)ccc1F
[12] O=C(Cn1cc2c(n1)CCCC2)Nc1cc(C(F)(F)F)ccc1Cl
[13] COc1cccc(CNC(=O)CCc2c(C)c3ccc(O)c(C)c3oc2=O)c1
[14] Cc1cccc(N(CC(=O)Nc2ccc(Br)cc2)S(C)(=O)=O)c1C
[15] Cc1cc(C)cc(C(=O)Nc2cc(C(F)(F)F)ccc2N2CCN(c3ccccc3)CC2)c1
[16] COc1ccc(NC(=O)Cn2cc(C(=O)c3ccccc3)c(=O)c3cc(OC)ccc32)c(OC)c1
[17] Cc1ccc2c(c1)N(C(=O)N1CCC(C(=O)NCc3ccco3)CC1)CC(C)O2 (stereo not drawn)
[18] COc1cccc(CNS(=O)(=O)c2c(C(=O)N3CCC(C)CC3)c(C)n(C)c2C)c1
[19] Cc1cc(C)cc(NC(=O)CSc2nc3ncccc3[nH]2)c1
[20] CCCSC1=NC2(CCN(C(=O)NC3CCCCC3)CC2)N=C1c1ccccc1
assay / compound | 11 | 12 | 13 | 14 | 15 | 16 | 17 | 18 | 19 | 20
PTAP-TSG101 blk | -2.7% | -2.5% | -4.1% | -3.2% | -5.0% | -0.1% | 1.8% | -10.5% | 2.3% | -1.5%
FH mod | -10.9% | 1.1% | -3.2% | -28.9% | -2.5% | -0.7% | -10.6% | 1.9% | -32.6% | -0.7%
NTMT1 inhibitor | ? | 12.5% | ? | -1.1% | -0.1% | 23.2% | -0.5% | -6.8% | 0.0% | -14.7%
B2AR arrestin ag | -1.0% | -3.7% | -0.6% | -1.0% | 1.0% | 0.5% | 3.9% | -0.9% | -0.6% | 0.1%
p53null 39C tox | 1.6% | 5.3% | -7.6% | 35.8%[activator] | 1.3% | -0.4% | 12.5% | 3.7% | -18.8% | -6.3%
p53null 32C kill | 1.0% | -4.4% | -4.0% | -4.9% | -20.3% | ? | 6.6% | 2.7% | -9.0% | 3.2%
GALK inhibitor | 2.9% | 1.2% | 6.5% | -0.4% | 5.0% | 5.4% | 3.3% | 0.9% | -3.4% | 3.4%

[21] CCC(CC)C(=O)Nc1nnc(S(=O)(=O)N2CCCCCC2)s1
[22] N#Cc1c[nH]n2c(NC3CCCC3)c(-c3cccc(Br)c3)nc12
[23] O=C(NCCS(=O)(=O)N1CCN(c2ccc(F)cc2)CC1)C(c1ccccc1)c1ccccc1
[24] CCOc1ccc(C(=O)N2CCCCC2CCN2CCOCC2)cc1 (stereo not drawn)
[25] COc1cccc(CNC(=O)C2CCN(S(=O)(=O)N3CCC(C)CC3)CC2)c1
[26] Cc1c(C(=O)Nc2ccc(-c3nc4cc(Cl)ccc4o3)cc2)oc2ccccc12
[27] Cn1cc(S(=O)(=O)N2CCCCCC2)cc1C(=O)NCc1ccc(F)cc1
[28] Cc1c(Cl)cccc1NC(=O)CCCn1nc(C)c2sc3ccccc3c2c1=O
[29] CCOc1ccccc1C(=O)NCC(c1cccs1)S(=O)(=O)c1ccc(F)c(C)c1 (stereo not drawn)
[30] Cc1ccc(CSCC(=O)N2CCN(c3ccc(F)cc3)CC2)cc1
assay / compound | 21 | 22 | 23 | 24 | 25 | 26 | 27 | 28 | 29 | 30
PTAP-TSG101 blk | 7.3% | -1.7% | 1.6% | -1.8% | -3.4% | -5.3% | -6.7% | -0.2% | -5.3% | -1.6%
FH mod | -8.3% | -20.2% | -14.9% | 1.9% | -5.6% | -11.0% | -19.5% | -7.7% | 9.3% | 3.0%
NTMT1 inhibitor | 3.2% | 27.2% | -15.5% | 16.0% | 3.0% | -1.4% | -12.4% | 3.6% | 1.4% | -0.6%
B2AR arrestin ag | -0.4% | -2.5% | 1.6% | -0.8% | 0.0% | -0.6% | -0.1% | -2.9% | 0.2% | 0.0%
p53null 39C tox | 24.0% | ? | -6.5% | -15.8% | 2.0% | 0.0% | -1.6% | -27.4% | 7.6% | 13.0%
p53null 32C kill | 2.3% | -0.6% | -2.5% | 3.8% | -1.9% | 0.7% | 8.4% | 1.0% | -1.6% | -8.6%
GALK inhibitor | -0.6% | -9.7% | -1.5% | 1.5% | 1.6% | 0.1% | -2.4% | -7.5% | -1.5% | 2.9%

[31] Cc1ccc(C)c(S(=O)(=O)c2nnn3c2nc(N2CCCC2)c2sccc23)c1
[32] Cc1cccc2c1-c1sc(C(=O)Nc3ccccc3C(N)=O)cc1CO2
[33] Cc1ccc(NC(=O)CCCn2c(=O)c3cccn3c3ccccc32)c(C)c1
[34] CN(C)C(=O)c1ccc(S(=O)(=O)NCc2ccc(Cl)cc2)s1
[35] CC(C)c1ccc(NS(=O)(=O)c2ccc3[nH]cc(C(=O)NC4CCCC4)c(=O)c3c2)cc1
[36] O=C(CN1C(=O)C2(SCC(=O)N2c2ccc(F)c(F)c2)c2ccccc21)Nc1ccccc1F (stereo not drawn)
[37] CCOc1ccccc1C(=O)N(Cc1cc(OC)c(OC)c(OC)c1)c1ccccn1
[38] CCOc1ccc(NC(=O)c2oc3ccccc3c2NC(=O)Cc2ccc(F)cc2)cc1
[39] CCCc1cnc2c(c1SCC(=O)Nc1ccccc1OCC)c(=O)n(C)c(=O)n2C
[40] Cc1ccc(S(=O)(=O)Nc2cccc(-c3ccc(N4CCCC4)nn3)c2)c(C)c1
assay / compound | 31 | 32 | 33 | 34 | 35 | 36 | 37 | 38 | 39 | 40
PTAP-TSG101 blk | 2.1% | 1.6% | -3.7% | -4.8% | -5.8% | -6.7% | 1.8% | -0.1% | -2.9% | -1.3%
FH mod | -10.9% | 7.8% | -9.3% | -0.1% | ? | -12.1% | -1.3% | 2.7% | 1.6% | .
NTMT1 inhibitor | 3.8% | -3.8% | -0.5% | 0.4% | -6.8% | 0.8% | 1.1% | 3.7% | 1.2% | .
B2AR arrestin ag | -1.1% | 0.2% | -0.5% | -0.7% | -0.5% | 0.4% | -2.6% | 0.3% | -0.6% | ?
p53null 39C tox | -14.6% | ? | -21.4% | 9.5% | ? | -13.6% | -8.3% | 19.6% | 2.1% | 31.2%[activator]
p53null 32C kill | -0.6% | 15.8µM* | 14.5% | -5.6% | 22.8% | 4.7% | 1.3% | 0.7% | -1.3% | 17.7%
GALK inhibitor | 1.8% | 0.4% | -1.6% | 1.8% | 0.0% | 1.3% | 0.4% | -9.7% | -0.9% | 3.6%

[41] COc1ccc(C2C=C(c3ccc(Cl)cc3)Nc3nc(NC(=O)CCC(=O)O)nn32)cc1 (stereo not drawn)
[42] COc1ccccc1CNC(=O)c1ccc(-c2nc(CS(=O)c3ccc(C)cc3)c(C)o2)cc1 (stereo not drawn)
[43] COc1ccccc1CNC(=O)CCc1c(C)c2cc3c(C)c(C)oc3cc2oc1=O
[44] CCc1ccc(NC(=O)C2CCCN(S(=O)(=O)c3c(C)noc3/C=C/N(C)C)C2)cc1 (stereo not drawn)
[45] CCOc1ccc(Sc2cc(C(=O)NC(C)c3ccccc3)c3ccccc3n2)cc1 (stereo not drawn)
[46] CC(C(=O)NCc1ccccc1F)n1ccc2cc(S(=O)(=O)N3CCCC3)ccc21 (stereo not drawn)
[47] CC(NC(=O)CCCn1c(=O)c2cccn2c2cccnc21)c1ccccc1 (stereo not drawn)
[48] Cc1cc2c(cc1S(=O)(=O)Nc1cc(C(F)(F)F)cc(C(F)(F)F)c1)OCC(=O)N2
assay / compound | 41 | 42 | 43 | 44 | 45 | 46 | 47 | 48
PTAP-TSG101 blk | -0.6% | 3.4% | -10.3% | -2.0% | 2.9% | -7.1% | -1.0% | -2.3%
FH mod | 0.8% | -3.3% | -23.3% | -15.0% | -2.8% | 3.9% | 9.6% | -4.2%
NTMT1 inhibitor | 13.3% | 19.8% | 8.7% | -3.2% | 9.4% | 13.8% | 89.1µM* | -2.1%
B2AR arrestin ag | -3.4% | 2.4% | 6.6% | -1.0% | 2.2% | 1.9% | -0.4% | 1.5%
p53null 39C tox | -11.1% | 32.5%[activator] | -10.8% | 118.1%[activator] | 16.3% | -2.8% | 8.5% | 17.5%
p53null 32C kill | -4.2% | 5.4% | 9.8% | 33.5%[activator] | -21.3% | 1.0% | -4.0% | -3.2%
GALK inhibitor | 3.6% | 0.9% | 0.6% | 8.9% | 2.5% | -0.6% | -0.4% | -4.5%
